High-throughput results from PubChem BioAssay.
CR mimetic SO = yeast age-related superoxide inhibition as caloric restriction mimetic. S. cerevisiae aged cells, superoxide DHE fluorescence; hits give low values. superoxide response (% of plate mean), % at 10 µM. 0.18% of 330,000 active. AID 2690;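 active = superoxide response under a set limit, about three screen SD below normal, cut at about 65% in these data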;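 note: yeast aged for seven days with compound at 30 °C before DHE staining; 100% = average MFI of all compound-treated wells on the plate with controls excluded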
AGP1-GFP MLPCN = alters AGP1-GFP fluorescence in TOR pathway yeast screen | S. cerevisiae AGP1-GFP multiplex flow cytometry, 3 h; GFP as percent of DMSO wells | GFP response vs DMSO, % at 10 µM | 0.02% of 320,000 active | AID 2066;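 active = GFP response relative to DMSO above a set limit, near screen average plus 3 SD, cut at about 150% in these data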;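 note: median GFP channel fluorescence of the gated AGP1 strain per well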
MEP2 TOR yeast = alters MEP2-GFP fluorescence in TOR pathway yeast screen; 0.51% of 330,000 active; GFP response vs DMSO, % at 10 µM; S. cerevisiae MEP2-GFP strain, flow cytometry GFP, 3 h; 100% = DMSO control level;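 active = GFP response versus DMSO above a set limit, roughly screen mean plus 3 SD, cut at about 180% in these data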;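 note: median GFP fluorescence of the barcode-gated MEP2-GFP cells per well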
AHR act = activates the human aryl hydrocarbon receptor; activation, % at 5 µM; AHR-responsive luciferase reporter cells, luminescence; P35869; 2.5% of 320,000 active; in the data active = activation above about 47%;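 note: 0% = vehicle wells and 100% = reference agonist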
Target sequence (P35869 whole entry, looked up): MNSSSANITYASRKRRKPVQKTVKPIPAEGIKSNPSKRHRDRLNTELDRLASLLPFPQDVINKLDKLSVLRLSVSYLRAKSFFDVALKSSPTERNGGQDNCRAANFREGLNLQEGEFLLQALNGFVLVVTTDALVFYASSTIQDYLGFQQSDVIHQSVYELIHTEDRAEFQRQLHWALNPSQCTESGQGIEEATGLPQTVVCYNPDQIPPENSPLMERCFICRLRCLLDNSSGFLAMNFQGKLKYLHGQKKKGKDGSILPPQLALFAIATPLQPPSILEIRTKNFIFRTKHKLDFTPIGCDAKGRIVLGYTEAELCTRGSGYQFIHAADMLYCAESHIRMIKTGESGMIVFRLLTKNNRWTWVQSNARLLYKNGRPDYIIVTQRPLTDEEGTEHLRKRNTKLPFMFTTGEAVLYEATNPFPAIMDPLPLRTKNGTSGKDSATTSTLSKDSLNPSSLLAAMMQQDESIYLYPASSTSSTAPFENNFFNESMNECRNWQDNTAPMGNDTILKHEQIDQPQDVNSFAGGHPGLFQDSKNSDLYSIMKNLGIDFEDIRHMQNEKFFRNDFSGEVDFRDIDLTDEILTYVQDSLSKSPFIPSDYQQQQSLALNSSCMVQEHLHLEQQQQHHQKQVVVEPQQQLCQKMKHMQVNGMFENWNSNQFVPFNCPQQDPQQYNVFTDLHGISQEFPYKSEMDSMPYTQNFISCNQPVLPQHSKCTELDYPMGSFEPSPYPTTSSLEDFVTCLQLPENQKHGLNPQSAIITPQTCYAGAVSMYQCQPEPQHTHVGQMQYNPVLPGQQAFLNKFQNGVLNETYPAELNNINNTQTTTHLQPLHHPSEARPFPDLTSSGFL
Efflux pump inh = blocks antifungal efflux pumps in multiplex yeast assay; S. cerevisiae Candida pump triplex, Nile Red efflux; inhibition, % at 10 µM; 0.44% of 330,000 active;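 active = plate passing quality check with inhibition over a set limit, or well fluorescence over plate mean plus 4 SD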;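 note: Nile Red retained in pooled yeast measured as flow cytometry median fluorescence; 0% = buffer negative control and 100% = Enniatin B positive control; higher means more Nile Red kept so more efflux inhibition; some compounds called inactive have numbers as strong as hits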
CIT2 TOR yeast = alters CIT2-GFP fluorescence in TOR pathway yeast screen; S. cerevisiae CIT2-GFP strain, flow cytometry, 3 h; 100 means same as DMSO wells; GFP response vs DMSO, % at 10 µM; 0.065% of 320,000 active;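 active = GFP response relative to DMSO above a set limit, near the screen mean plus 3 SD, cut at about 150% in these data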;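 note: ratio of well median GFP fluorescence to mean of DMSO wells on the plate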
LAP4-GFP MLPCN = yeast TOR pathway LAP4-GFP modulation. S. cerevisiae LAP4-GFP multiplex, flow cytometry GFP, 3 h; median GFP as percent of DMSO wells. 0.34% of 320,000 active. GFP response vs DMSO, % at 10 µM. AID 2023;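 active = GFP response vs DMSO above a set limit, about the screen mean plus 3 SD, cut at about 150% in these data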
RPL19A TOR yeast = alters RPL19A-GFP fluorescence in TOR pathway yeast screen; S. cerevisiae RPL19A-GFP strain, flow cytometry, 3 h; hits give low values; percent response vs DMSO, % at 10 µM; 0.3% of 330,000 active;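 active = percent response vs DMSO below 50%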;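 note: median channel GFP fluorescence of the barcoded RPL19A-GFP strain; ratio of sample median GFP to plate DMSO average so 100% = DMSO; lower means less RPL19A-GFP as with rapamycin TOR inhibition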
* = called active by the depositor; x = not tested or not shown.

No.	structure	CR mimetic SO	AGP1-GFP MLPCN	MEP2 TOR yeast	AHR act	Efflux pump inh	CIT2 TOR yeast	LAP4-GFP MLPCN	RPL19A TOR yeast
1	Cn1c(=O)nc2n(Cc3ccccc3)c3cccc(Cl)c3cc-2c1=O	103	98	109	5	-0.1	116	104	98
2	Cc1c(C(=O)N(Cc2ccc(N(C)C)cc2)CC2CCCO2)oc2ccccc12 (stereo not drawn)	75	96	104	13	0.1	97	92	94
3	N#C/C(=C(/O)Cc1ccccc1)P(=O)(c1ccccc1)c1ccccc1	104	97	90	-2	0.0	87	109	92
4	CCOC(=O)C(=CNc1cc(C(F)(F)F)ccc1N1CCOCC1)C(=O)OCC	93	96	98	-1	0.1	98	107	94
5	CC(Sc1nnc(-c2ccncc2)n1C)C(=O)NCC1CCCO1 (stereo not drawn)	109	107	102	-1	0.2	96	112	96
6	CCC1=NC(c2ccc(Br)cc2)N(O)C1(C)C (stereo not drawn)	92	110	103	-2	0.0	105	100	103
7	CCC(CO)Oc1cc(NCc2ccc(O)cc2)c2ncn(C(C)C)c2c1 (stereo not drawn)	65*	106	96	0	-0.5	95	93	99
8	COCc1ccc(CN2CCC(Oc3ccc(C(=O)NCc4ccccn4)cc3)CC2)o1	81	88	95	x	0.0	101	61	98

Three of the entries above in order of their number in Efflux pump inh, low to high.
nr	molecule	AGP1-GFP MLPCN	MEP2 TOR yeast	AHR act	Efflux pump inh	CIT2 TOR yeast	LAP4-GFP MLPCN	RPL19A TOR yeast
1	Cn1c(=O)nc2n(Cc3ccccc3)c3cccc(Cl)c3cc-2c1=O	98	109	5	-0.1	116	104	98
6	CCC1=NC(c2ccc(Br)cc2)N(O)C1(C)C (stereo not drawn)	110	103	-2	0.0	105	100	103
2	Cc1c(C(=O)N(Cc2ccc(N(C)C)cc2)CC2CCCO2)oc2ccccc12 (stereo not drawn)	96	104	13	0.1	97	92	94

Full records, quoted from the list:
Record of CCOC(=O)C(=CNc1cc(C(F)(F)F)ccc1N1CCOCC1)C(=O)OCC = CR mimetic SO: 93; AGP1-GFP MLPCN: 96; MEP2 TOR yeast: 98; AHR act: -1; Efflux pump inh: 0.1; CIT2 TOR yeast: 98; LAP4-GFP MLPCN: 107; RPL19A TOR yeast: 94
Record of Cn1c(=O)nc2n(Cc3ccccc3)c3cccc(Cl)c3cc-2c1=O = CR mimetic SO: 103; AGP1-GFP MLPCN: 98; MEP2 TOR yeast: 109; AHR act: 5; Efflux pump inh: -0.1; CIT2 TOR yeast: 116; LAP4-GFP MLPCN: 104; RPL19A TOR yeast: 98

More compounds:
No.	structure	CR mimetic SO	AGP1-GFP MLPCN	MEP2 TOR yeast	AHR act	Efflux pump inh	CIT2 TOR yeast	LAP4-GFP MLPCN	RPL19A TOR yeast
9	Cc1cc(C)c(NC(=O)C2CCCN(S(=O)(=O)c3c(C)noc3/C=C/N(C)C)C2)c(C)c1 (stereo not drawn)	94	113	108	-2	-0.1	112	97	106
10	O=Cc1cn(-c2ccccc2)nc1-c1ccccn1	91	93	99	5	0.0	97	89	101
11	COc1ccc(C(=O)NCc2cccc(Cl)c2)cc1S(=O)(=O)N1CCOCC1	80	96	143	-1	0.0	109	113	99
12	CC1CCN(C(=S)c2cn(Cc3ccc(F)cc3)c3ccccc23)CC1	99	95	91	0	0.2	90	101	92
13	COC1(OC)N=C(N)C2(C#N)C(c3ccc(C)cc3)C12C#N (stereo not drawn)	96	89	89	7	0.0	90	91	88
14	O=C(/C=C/c1cccs1)N1CCC2(CC1)Oc1ccc(Cl)cc1C(=O)C21CC(c2ccc(Cl)cc2)=NO1 (stereo not drawn)	101	104	101	6	0.2	99	94	102
15	COc1ccc(OCC(=O)NNC(=S)NC(=O)C2CC2)cc1	86	99	107	x	-0.3	92	102	110
16	O=C(Nc1ncccn1)c1cccs1	106	103	110	6	-0.1	100	92	104

Continued.
No.	structure	CR mimetic SO	AGP1-GFP MLPCN	MEP2 TOR yeast	AHR act	Efflux pump inh	CIT2 TOR yeast	LAP4-GFP MLPCN	RPL19A TOR yeast
17	CCOC(=O)CNC(=O)CSc1nnc(C)c(=O)[nH]1	83	92	101	-1	0.2	97	93	101
18	O=C(OCC#CCSc1nnc(-c2ccccc2)o1)c1cc2ccccc2o1	87	110	103	0	-0.1	101	98	101
19	COc1ccccc1N1CCN(C(=O)Cn2c(=O)[nH]c3ccsc3c2=O)CC1	112	104	107	3	0.1	100	95	107
20	COC(=O)CCSCC(=O)N1N=C(c2ccc(Br)cc2)CC1c1cccc(OC)c1OC (stereo not drawn)	101	102	114	-1	0.2	96	100	109
21	Cc1c(NC(=O)C(C)Oc2ccc(Br)cc2)c(=O)n(-c2ccccc2)n1C (stereo not drawn)	88	94	101	2	0.1	106	92	97
22	O=C(O)CCCCCCCCCCCNC(=O)NC12CC3CC(CC(C3)C1)C2	84	96	88	-2	0.1	104	104	100
23	O=C(CN1CCN(CC(=O)Nc2ccccc2Cl)CC1)Nc1ccc(F)c(F)c1	44*	103	102	-1	0.4	97	97	101
24	O=C1C[C@@H](c2ccccc2)Oc2cc(O)cc(O)c21	102	110	108	1	0.1	96	107	104

The list goes on.
No.	structure	CR mimetic SO	AGP1-GFP MLPCN	MEP2 TOR yeast	AHR act	Efflux pump inh	CIT2 TOR yeast	LAP4-GFP MLPCN	RPL19A TOR yeast
25	CCCCn1c(=O)n(C)c(=O)c2c3c(sc21)COC(C)(C)C3	90	108	101	7	0.1	90	107	101
26	O=c1c([N+](=O)[O-])c(N2CCCCCC2)c2ccccc2n1-c1ccccc1	95	105	118	0	-0.1	109	106	101
27	O=C(COc1ccc(NS(=O)(=O)c2ccc(F)cc2)cc1)N1CCOCC1	85	96	91	-1	-0.2	94	99	92
28	Cn1nc(C(=O)Nc2c(-c3ccccc3)nc3sccn23)c2ccccc2c1=O	102	105	104	6	-0.1	103	105	103
29	CC(=O)c1ccc(NC(=O)CCNS(=O)(=O)c2ccccc2F)cc1	105	98	104	-1	0.0	109	96	102
30	CCOC(=O)c1c(CSc2ccc(C)cc2)n(C)c2cc(Br)c(O)c(CN(C)C)c12	102	96	103	2	0.0	103	117	96
31	Cc1ccc(C)c(OCCC(=O)OCC(=O)Nc2cc(S(=O)(=O)N3CCOCC3)ccc2C)c1	105	111	97	3	-0.1	108	109	102
32	Cc1cccc(NC(=O)CSc2cccc[n+]2[O-])c1C	98	100	105	-1	0.0	104	94	102

Single entries from the results shown.
RPL19A TOR yeast, CCCCn1c(=O)n(C)c(=O)c2c3c(sc21)COC(C)(C)C3 is entered as 101
AHR act, CC(=O)c1ccc(NC(=O)CCNS(=O)(=O)c2ccccc2F)cc1 is entered as -1
Efflux pump inh, Cn1nc(C(=O)Nc2c(-c3ccccc3)nc3sccn23)c2ccccc2c1=O is entered as -0.1

Another view of some results above.
25: CCCCn1c(=O)n(C)c(=O)c2c3c(sc21)COC(C)(C)C3
  CR mimetic SO: 90
  AGP1-GFP MLPCN: 108
  MEP2 TOR yeast: 101
  AHR act: 7
  Efflux pump inh: 0.1
  CIT2 TOR yeast: 90
  LAP4-GFP MLPCN: 107
  RPL19A TOR yeast: 101
28: Cn1nc(C(=O)Nc2c(-c3ccccc3)nc3sccn23)c2ccccc2c1=O
  CR mimetic SO: 102
  AGP1-GFP MLPCN: 105
  MEP2 TOR yeast: 104
  AHR act: 6
  Efflux pump inh: -0.1
  CIT2 TOR yeast: 103
  LAP4-GFP MLPCN: 105
  RPL19A TOR yeast: 103
29: CC(=O)c1ccc(NC(=O)CCNS(=O)(=O)c2ccccc2F)cc1
  CR mimetic SO: 105
  AGP1-GFP MLPCN: 98
  MEP2 TOR yeast: 104
  AHR act: -1
  Efflux pump inh: 0.0
  CIT2 TOR yeast: 109
  LAP4-GFP MLPCN: 96
  RPL19A TOR yeast: 102
27: O=C(COc1ccc(NS(=O)(=O)c2ccc(F)cc2)cc1)N1CCOCC1
  CR mimetic SO: 85
  AGP1-GFP MLPCN: 96
  MEP2 TOR yeast: 91
  AHR act: -1
  Efflux pump inh: -0.2
  CIT2 TOR yeast: 94
  LAP4-GFP MLPCN: 99
  RPL19A TOR yeast: 92

Next section
No.	structure	CR mimetic SO	AGP1-GFP MLPCN	MEP2 TOR yeast	AHR act	Efflux pump inh	CIT2 TOR yeast	LAP4-GFP MLPCN	RPL19A TOR yeast
33	O=S(=O)(NCC(c1cccnc1)N1CCN(Cc2ccccc2)CC1)c1ccccc1 (stereo not drawn)	98	97	95	0	0.2	97	104	98
34	Cc1cc(-c2cc(-c3ccc(Cl)cc3)on2)nc(NC2CCCC2)n1	103	104	105	4	0.0	95	100	103
35	CCc1c(C(=O)NNC(=S)NCC(C)C)csc1C	72	98	100	-2	-0.9	106	103	98
36	CCC(C)(C)NC(=O)c1cc(S(=O)(=O)N2CCCCC2)ccc1N1CCOCC1	95	102	102	0	0.0	100	98	94
37	COc1ccc(N=C2SC(C(=O)Nc3ccc(OC)cc3)CC(=O)N2CCN2CCOCC2)cc1 (stereo not drawn)	92	90	101	-1	0.1	94	85	98
38	CC1CN(c2ccc(Cl)nn2)CC(C)O1 (stereo not drawn)	100	90	90	-2	0.3	80	97	90
39	Cc1[nH]ccc(=O)c1OCc1c(F)cccc1Cl	98	105	102	0	-0.1	106	98	107
40	O=[N+]([O-])c1ccc(C2CCCC/C2=N\OCc2cccc(F)c2)c([N+](=O)[O-])c1 (stereo not drawn)	101	107	107	-2	0.0	103	95	103

Following part.
No.	structure	CR mimetic SO	AGP1-GFP MLPCN	MEP2 TOR yeast	AHR act	Efflux pump inh	CIT2 TOR yeast	LAP4-GFP MLPCN	RPL19A TOR yeast
41	CCN(CC(=O)Nc1c(C(=O)OC)[nH]c2ccc(C)cc12)c1ccc2c(c1)OCO2	103	99	99	22	-0.1	106	88	101
42	c1csc(CNc2ncnc3ccc(-c4ccoc4)cc23)c1	119	105	97	2	0.0	109	106	92
43	COc1cc(CNS(=O)(=O)c2ccc3c(c2)CC(C)N3C(C)=O)cc(OC)c1OC (stereo not drawn)	91	103	102	2	-0.2	112	99	102
44	Cc1nc2c(nnn2Cc2ccccc2Cl)c(=O)[nH]1	98	132	106	-4	-0.2	103	100	106
45	CCCCNCc1cccn1-c1ccccc1	92	100	96	1	0.0	99	99	93
46	CC(=O)c1c(C)nc2cc(Cl)ccc2c1N	109	103	104	3	-0.1	106	106	100
47	C[C@H](NC(=O)[C@@H]1CSC2c3ccccc3C(=O)N21)C(=O)NCCc1ccc(F)cc1 (stereo partly drawn)	115	106	103	96*	-0.2	101	93	99
48	CC(C)(C)OC(=O)C[C@H]1C/C=C\C[C@@H](CC(=O)N(CCO)Cc2ccccc2)C(=O)N[C@H](Cc2c[nH]c3ccccc23)COC1=O	102	98	99	6	-0.1	90	103	95

Following part
No.	structure	CR mimetic SO	AGP1-GFP MLPCN	MEP2 TOR yeast	AHR act	Efflux pump inh	CIT2 TOR yeast	LAP4-GFP MLPCN	RPL19A TOR yeast
49	COCCCNC(=S)NC1CC2CCCC(C1)N2Cc1cccs1 (stereo not drawn)	99	102	105	-1	0.1	102	103	98
50	COc1cc(NC(=O)CSc2nc3c(c(=O)[nH]2)CCCC3)cc(OC)c1OC	88	100	103	2	0.3	105	89	100
51	Cc1ccc(-n2c(=O)c3sccc3n(CC(=O)NC3CCCCC3)c2=O)cc1	88	104	98	1	-0.1	95	100	98
52	O=C(/C(=C/c1cccnc1)n1ccnc1)c1ccc(Cl)cc1Cl	95	108	97	1	-0.1	106	108	97

Compounds as they come. About 3.9% of those tested had a hit in this group.
